# DSG3 Ab inh: human desmoglein-3 autoantibody binding inhibition. DSG3-coupled beads, scFv-anti-DSG3-GFP binding, flow cytometry; active compounds read low. binding (percent of control), % at 10 µM. actives 0.48% (n = 310,000);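 active = binding more than 3 SD below its plate's average and above zero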;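 also: hits lower antibody fragment binding to DSG3; some compounds called inactive have numbers as strong as hits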
# SUMO Mot1 rescue: SUMOylation pathway inhibition by Mot1-301 growth rescue; S. cerevisiae Mot1-301 growth rescue, ATP luminescence, 38.5C; percent above DMSO median, 100 means doubled; growth rescue, % at 18.8 µM; actives 1% (n = 320,000); AID 2716;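 active = every valid replicate shows activation above 250% relative to neutral control wells; inactive = the rest, any valid replicate at or below 250%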;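 also: OY570 slx delta 5 strain wells were the positive control but not used for scaling; some compounds called inactive have numbers as strong as hits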
# dFosB activator: mouse delta FosB homodimer activation; actives 0.99% (n = 340,000); P13346; activation, % at 25 µM; purified delta FosB, TAMRA-CDK5 oligo fluorescence polarization; percent of positive-control signal above neutral wells;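 active = mean activation above about 17%, with every replicate also reaching it, limit read from the data, passing the limit was not always enough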;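 also: fluorescence polarization rise as delta FosB binds a TAMRA Cdk5 AP-1 oligo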
# MITF TRPM1 HTS: increases MITF-driven TRPM1 promoter luciferase signal | SK-MEL-5 TRPM1-promoter luciferase, 24 h; % of positive control, neutral wells = 0 | activation, % at 12.5 µM | actives 0.75% (n = 300,000) | AID 588334;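 active = mean activation of at least 80% with every replicate also reaching 80%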;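 also: 0% = neutral control wells and 100% = parthenolide positive control wells; values of inactives mirror those of a sister screen read the other way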
# PKA-R1A activ: PKA-R1A complex activation; P00514+P68181; PKA-R1A dissociation, Cy5-IP20 fluorescence polarization; scaled: DMSO 0%, 113 µM cGMP 100%; activation, % at 11.4 µM; actives 0.083% (n = 340,000); AID 504707;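 active = percent activation above the mean of all tested compounds plus 3 SD, cut at about 19% in these data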;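 also: higher means more PKAc released from R1A so a rise in polarization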
# SR-BI DiI-HDL act: enhances SR-BI lipid uptake from DiI-HDL | CHO ldlA[mSR-BI] cells, DiI-HDL uptake fluorescence, 3 h; 100 = double the neutral-control signal | actives 0.096% (n = 320,000) | activation, % at 12.5 µM | AID 504775;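 active = mean replicate activation of at least 60% and every replicate at or above 60%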;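 also: 0% = median plate neutral-control signal and 100% = twice that signal; values of inactives mirror those of a sister screen read the other way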
#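 Test system: SR-BI-overexpressing, LDLR-lacking CHO cells; Medium: Ham's F12 with 0.5% BSA, HEPES 25 mM, pH 7.4; Schedule: 3 h, 37 °C; Technique: bottom-read fluorescence, 550/595 nm.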
# CDK5 inh: inhibitors of human CDK5/p35 kinase | Q00535+Q15078 | Recombinant CDK5/p35, ADP-Glo luminescence, 60 min | inhibition, % at 10 µM | actives 0.01% (n = 330,000) | AID 488839;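 active = highest replicate inhibition of at least 50% and at least 75% of replicates reaching 50%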;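 also: plate controls were DMSO neutral control for no effect and GW8510 at 10 µM for full effect; many of its hits are not listed in these tables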
# Arrestin-AP2 inh: blocks beta-arrestin peptide binding to AP2 adaptin; FITC-arrestin peptide / GST-AP2 beads, flow cytometry; AP2 beta2 appendage carries R879A mutation; AID 504490; inhibition, % at 10 µM; actives 0.31% (n = 340,000);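 active = inhibition above a set limit, near 3 SD of compounds lacking own fluorescence, cut at about 54% in these data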;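 also: plate controls were DMSO wells for no effect and 5 µM unlabelled arrestin peptide for full effect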
#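 system = GST-tagged AP2 beta2-adaptin appendage (R879A) on 4 µm glutathione beads | reagent = FITC-labelled arrestin peptide probe, 50 nM final | schedule = compound with beads 12 min RT, then probe 1 h RT | signal = HyperCyt-sampled flow cytometry, FL1 channel, ex 488/em 535 nm | read-out = percent response from loss of bead-bound FITC fluorescence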
# NSD2 inh: blocks human histone methyltransferase NSD2; inhibition, % at 12.5 µM; O96028; NSD2 peptide methylation, AlphaScreen, 120 min; AID 743445; actives 0.54% (n = 310,000); in the data active = inhibition above about 50%
# SR-BI DiI inh: inhibitors of mouse SR-BI mediated HDL lipid uptake; actives 0.96% (n = 320,000); Q61009; AID 488896; ldlA[mSR-BI] CHO cells, DiI-HDL uptake fluorescence, 3 h; inhibition, % at 12.5 µM;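 active = mean replicate inhibition of at least 70% and a set share of replicates each scoring 70 or more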;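 also: 0% = median of neutral control wells and 100% = median of positive control wells; values of inactives mirror those of a sister screen read the other way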
# Target sequence (Q61009 whole entry, looked up): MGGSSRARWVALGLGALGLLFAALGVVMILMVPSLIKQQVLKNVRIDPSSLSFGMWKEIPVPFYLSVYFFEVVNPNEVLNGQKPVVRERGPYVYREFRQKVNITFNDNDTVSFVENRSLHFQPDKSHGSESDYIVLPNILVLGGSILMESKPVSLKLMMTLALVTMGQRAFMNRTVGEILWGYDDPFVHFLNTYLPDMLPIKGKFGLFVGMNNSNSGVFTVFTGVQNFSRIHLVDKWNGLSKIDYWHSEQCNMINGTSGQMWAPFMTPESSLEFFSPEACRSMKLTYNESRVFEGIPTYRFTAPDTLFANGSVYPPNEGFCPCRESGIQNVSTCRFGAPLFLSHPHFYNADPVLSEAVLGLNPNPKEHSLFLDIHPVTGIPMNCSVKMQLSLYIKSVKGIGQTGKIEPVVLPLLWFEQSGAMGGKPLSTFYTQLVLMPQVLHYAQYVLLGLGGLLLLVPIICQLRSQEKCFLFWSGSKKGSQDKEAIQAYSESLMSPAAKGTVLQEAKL
# PKA-R2B act: PKA-R2B complex activation | PKA-R2B holoenzyme dissociation, Cy5-IP20 fluorescence polarization; R2B truncated from residue 108, S112A mutant; 0% DMSO only, 100% 113 µM cGMP | activation, % at 11.4 µM | actives 0.079% (n = 340,000) | AID 504700;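 active = activation above a cutoff set at the mean over all compounds plus 3 SD, cut at about 18% in these data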;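 also: higher means more holoenzyme dissociation and a rise in polarization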
# Target sequence (P31323 whole entry, looked up, other chains not shown, the tested form may be a part): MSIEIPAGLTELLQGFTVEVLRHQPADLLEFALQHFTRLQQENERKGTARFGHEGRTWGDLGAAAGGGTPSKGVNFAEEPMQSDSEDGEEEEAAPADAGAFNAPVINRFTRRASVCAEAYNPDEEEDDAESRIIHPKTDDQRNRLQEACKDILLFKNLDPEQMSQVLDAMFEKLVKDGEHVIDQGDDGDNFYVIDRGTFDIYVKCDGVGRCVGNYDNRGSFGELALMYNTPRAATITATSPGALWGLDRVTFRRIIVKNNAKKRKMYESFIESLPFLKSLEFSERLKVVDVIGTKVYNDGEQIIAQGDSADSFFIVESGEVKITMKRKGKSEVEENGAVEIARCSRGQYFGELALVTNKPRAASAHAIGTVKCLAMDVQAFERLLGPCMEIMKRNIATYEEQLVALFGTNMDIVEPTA
# Starred values were filed as active, the others as inactive; . = not tested or not shown.
No.	SMILES	DSG3 Ab inh	SUMO Mot1 rescue	dFosB activator	MITF TRPM1 HTS	PKA-R1A activ	SR-BI DiI-HDL act	CDK5 inh	Arrestin-AP2 inh	NSD2 inh	SR-BI DiI inh	PKA-R2B act
1	CC(C)(C)CC(C)(C)c1ccc(O)c(CN2CCN(CCC#N)CC2)c1	109	45	-9	23	2	2	1.2	-2	-1	-2	0
2	CN(C)CCCN(Cc1cc2cc3c(cc2[nH]c1=O)OCO3)C(=S)NCc1ccco1	102	10	-4	8	-9	15	0.5	-6	7	-15	13
3	Cc1cccc(NC(=O)CCS(=O)(=O)c2ccc(Br)cc2)c1	100	4	-11	-8	-2	5	-1.2	3	-2	-5	-2
4	O=[N+]([O-])c1nn(-c2ccc3c(c2)OCCO3)n(O)c1=Nc1ccc(Cl)cc1	103	-9	-11	-63	3	-5	0.4	1	.	5	-6
5	O=[N+]([O-])c1ccc(Oc2ccc(S(=O)(=O)Nc3ccccc3)cc2)cc1	113	-24	-4	-12	-5	-8	1.2	-3	0	8	-16
6	COc1cccc(C(=O)Nc2nnc(S(=O)(=O)Nc3cccc(C)c3)s2)c1	107	-11	-2	.	0	13	-0.6	-1	.	-13	-11
7	CCn1c(=S)sc2nc(C)sc21	101	-11	4	-1	-1	-16	2.1	10	3	16	-4
8	CCN(C[C@H]1N[C@@](Cc2ccccc2)(C(=O)OC)[C@H]2C(=O)N(Cc3ccccc3)C(=O)[C@@H]12)C(=O)Nc1ccc(C)cc1	92	.	-2	-12	-11	-26	2.0	32	.	26	-2
9	COc1ccc(-c2nn(-c3ccccc3)cc2C(=O)NC(=S)NNC(=O)c2ccncc2)cc1	106	-23	1	-34	-7	-11	-0.5	-1	-21	11	0
10	COc1ccc(CCNCC(=O)Nc2ccc(C)c(S(=O)(=O)N(C)C)c2)cc1	113	-3	-4	3	-2	3	2.0	-7	-1	-3	1
11	N#Cc1ccsc1NC(=O)CN1CCCCC1	106	11	-7	1	-19	41	-2.8	3	3	-41	-12
12	Cc1nc([N+](=O)[O-])cn1-c1nc2ccccn2c1[N+](=O)[O-]	111	26	0	-5	7	12	0.9	5	0	-12	-4
13	CCN(CC)CCN(Cc1cc2ccc(C)c(C)c2[nH]c1=O)C(=S)NCc1ccco1	101	15	4	-8	-3	20	1.3	1	32	-20	5
14	Cc1nn(C)c(C)c1NS(=O)(=O)c1ccc(Cl)s1	99	-11	-1	-1	0	2	-3.5	24	-1	-2	-1
15	COc1ccc(CNC(=O)C(=O)NCC2OCCCN2S(=O)(=O)c2cccs2)cc1 (configuration not stated)	99	-3	-9	4	4	8	-0.2	-2	-2	-8	11
16	CCN1C(=O)c2cccc3c(S(=O)(=O)Nc4ccc(OC)cc4OC)ccc1c23	122	768*	4	5	-1	29	1.4	6	-1	-29	-9
17	Cc1cc(NC(=O)CSc2nc3ccsc3c(=O)n2Cc2ccccn2)n[nH]1	99	-4	-4	56	-6	9	0.6	6	1	-9	-9
18	COc1cc(-c2noc(C)c2C#Cc2ccsc2)cc(OC)c1OC	97	-29	5	-17	-13	-63	-1.5	29	.	63	1
19	COc1ccc(CNC(=O)CCC(=O)Nc2nnc(C(F)(F)F)s2)cc1	106	-5	2	9	-1	24	-1.9	28	-1	-24	0
20	O=C(NCCCN1CCCC1=O)Nc1ccccc1Cl	.	-14	2	19	2	10	0.2	39	-2	-10	1
21	CCOC(=O)Cc1csc(NS(=O)(=O)c2ccc(NC(C)=O)cc2)n1	121	4	-4	-6	0	1	0.4	5	-1	-1	-6
22	COc1ccc(NC(=O)Cn2c(=O)n(-c3ccccc3)c(=O)c3oc4ccccc4c32)c(OC)c1	95	319	-1	-5	-15	-29	-1.8	-4	-4	29	-6
23	Cc1nc2cc(C(=O)N3CCN(C)CC3)ccc2n1C	112	14	-5	2	-2	8	-0.5	0	2	-8	-12
24	O=C(COC(=O)c1cccc(Br)c1)NCCNC(=O)COC(=O)c1cccc(Br)c1	104	74	-10	-12	-7	21	0.8	-7	0	-21	-15
25	C/C(=N\Nc1ccc(C(=O)c2c(C)cc3ccccn23)cc1[N+](=O)[O-])c1ccc(O)cc1	91	3	1	-25	-6	.	1.3	-6	-2	.	-1
26	Cc1ccnc(SCc2cc(=O)c(OC(=O)c3ccc(Br)o3)co2)n1	90	-5	-2	0	-11	34	.	6	37	-34	2
27	CC(=O)c1ccc(NC(=O)CCCN2C(=O)COc3ccc(C)cc32)cc1	99	9	-3	14	-9	-8	0.6	-2	1	8	-2
28	COc1cccc(N2CCN(CC(=O)Nc3nc4c(s3)CC(C)CC4)CC2)c1 (configuration not stated)	97	17	-3	-7	0	-16	-0.6	-4	3	16	-10
29	CC(=O)Nc1nc(-c2ccccc2)c(-c2ccccc2)o1	102	-6	-8	-17	-3	6	0.7	9	-1	-6	-6
30	CN(C)CCNC(=O)COc1ccc(Cl)cc1Cl	107	10	5	2	-4	-6	0.2	-8	1	6	5
31	COc1ccc(NC2=C3CCCC=C3N(c3ccc(OC)cc3)C2=O)cc1	96	11	-3	14	-7	-41	1.1	-7	1	41	-2
32	COC(=O)CN(c1ccccc1)S(=O)(=O)c1cc(Br)ccc1OC	.	216	-9	-13	-6	8	0.8	10	-1	-8	-1
33	CCOC(=O)c1ccc2c(c1)n(CC)c(C)[n+]2CC	106	6	-2	-1	-8	19	1.0	-37	2	-19	2
34	O=C(CCc1ccccc1)NCCS(=O)(=O)N1CCN(c2ccccc2)CC1	.	9	-10	2	-10	9	-0.7	7	0	-9	-6
35	COc1cc(C2NC(=S)NC3=C2C(=O)CCC3)ccc1O (configuration not stated)	.	-10	2	-8	-3	.	-0.3	-2	-2	.	-3
36	CSC(=CC(=O)c1ccc(F)cc1)SC	114	10	-5	26	8	-14	2.1	2	2	14	0
37	COc1cc(C)c(C2NC(=O)c3ccccc3N2)cc1C (configuration not stated)	88	.	-3	.	-1	-5	-0.5	11	-1	5	0
38	Cc1ccc(C(=O)N2N=C(c3ccccc3)CC2(O)C(F)(F)F)o1 (configuration not stated)	97	2	-10	26	-1	-17	-0.5	-5	7	17	-5
39	COc1ccc(S(=O)(=O)Nc2ccccc2C(=O)N2CCCC2)cc1OC	93	-3	1	-5	3	-1	-1.7	-2	-3	1	-5
40	O=C(CN1C(=O)NC2(CCc3ccccc32)C1=O)Nc1c(Cl)cccc1Cl (configuration not stated)	98	-15	-9	.	6	9	-0.1	37	18	-9	2
41	CCc1ccc(S(=O)(=O)NCCc2cn3ccsc3n2)s1	98	2	-10	7	-11	16	-1.2	19	.	-16	-2
42	O=C(Cn1nc(C(F)(F)F)c2c1CCC2)NCc1ccc(F)cc1	.	-30	2	.	-3	22	-3.9	3	-2	-22	-4
43	CC1CCCC(NC(=O)CSc2n[nH]c(N)n2)C1C (configuration not stated)	87	3	-4	3	9	-12	0.8	-22	-1	12	1
44	COc1cccc(/C=C2\SC(=S)N(CC3CCCO3)C2=O)c1 (configuration not stated)	105	13	-3	6	-11	-3	0.6	-8	8	3	6
45	O=C(NCc1nnc(SCC(=O)N2CCN(c3ccccc3)CC2)o1)c1ccc(F)cc1	107	17	-6	-5	-7	4	3.0	10	-2	-4	13
46	CC1=NN(c2ccc(Cl)c(C(=O)O)c2)C(=O)/C1=C/c1ccc(-c2ccccc2[N+](=O)[O-])o1	568	11	-6	19	-2	-6	-0.4	-5	14	6	1
47	CCCCC1CCC(C(=O)N(C)CC(=O)Nc2cccc(OC)c2)CC1 (configuration not stated)	.	-9	-16	.	-19	-11	2.4	0	0	10	-3
48	Cc1ccc(Nc2nc(N)nc(CN3CCC(C)CC3)n2)c(C)c1	.	-18	-5	-3	-8	-7	0.2	25	-6	7	3
49	O=C(C1CCN(S(=O)(=O)N2CCC3(CC2)OCCO3)CC1)N1CCCCC1	114	791	-1	-2	-5	18	0.2	3	1	-18	-1
50	O=c1c2ccccc2nc(SCc2nc(-c3ccccc3)no2)n1-c1ccc(F)cc1	106	-17	0	.	-4	-14	-13	4	.	15	-3
51	CC(OC(=O)Cc1c[nH]c2ccccc12)C(=O)NC1CCCCC1C (configuration not stated)	.	2	-3	7	3	23	0.7	-12	-1	-23	3
52	CCn1cc(C2Nc3ccccc3C(=O)N2O)c(C)n1 (configuration not stated)	116	.	1	29	0	-29	0.3	7	-1	29	-4
53	CCCCNC(=S)N/N=C/c1ccc(C)s1	102	.	-2	-1	-2	-14	-1.0	2	0	14	-16
54	COc1ccccc1-c1nc(SCC(=O)N(C)c2ccccc2)c2c(=O)n(C)c(=O)n(C)c2n1	92	-32	6	-8	1	-7	0.4	-5	-4	7	-3
55	CCOc1nc(C)ccc1-c1noc(-c2ccccn2)n1	120	-4	-15	42	1	-11	-0.4	-3	-3	11	0
56	COCCCn1c(SCC(=O)NCc2ccco2)nc2sc3c(c2c1=O)CCC3	101	-9	-8	-9	-1	-6	-1.0	0	.	6	-7
57	Fc1ccc(NC(=S)Nc2ccccc2N2CCOCC2)cc1Cl	103	.	6	-1	0	-12	-0.5	-14	-2	12	0
58	CCOC(=O)c1sc2ncn(C(CC)C(=O)OCC)c(=O)c2c1C (configuration not stated)	104	592*	4	21	-8	-6	0.3	7	-5	6	-6
59	Clc1cccc(OCCCN2CCCC2)c1Cl	88	-9	-3	-1	7	0	-3.5	3	10	0	-9
60	CSc1cccc(NS(=O)(=O)c2cn(C)cn2)c1	86	18	-3	14	0	4	0.5	7	-1	-4	-3
61	CC(=O)N1c2ccc(S(=O)(=O)N3CCC(C(=O)Nc4cccc(F)c4)CC3)cc2CC1C (configuration not stated)	94	13	-1	-13	4	-16	1.4	7	-3	16	2

# Ordered by value in SUMO Mot1 rescue (falling): 3 from the list above.
No.	SMILES	DSG3 Ab inh	SUMO Mot1 rescue	dFosB activator	MITF TRPM1 HTS	PKA-R1A activ	SR-BI DiI-HDL act	CDK5 inh	Arrestin-AP2 inh	NSD2 inh	SR-BI DiI inh	PKA-R2B act
41	CCc1ccc(S(=O)(=O)NCCc2cn3ccsc3n2)s1	98	2	-10	7	-11	16	-1.2	19	.	-16	-2
50	O=c1c2ccccc2nc(SCc2nc(-c3ccccc3)no2)n1-c1ccc(F)cc1	106	-17	0	.	-4	-14	-13	4	.	15	-3
48	Cc1ccc(Nc2nc(N)nc(CN3CCC(C)CC3)n2)c(C)c1	.	-18	-5	-3	-8	-7	0.2	25	-6	7	3

# Screens deposited in PubChem by several laboratories.
